Mtb RmlCD inh: inhibitors of Mycobacterium tuberculosis RmlC and RmlD coupled enzymes. inhibition, % at 3.6 µM. AID 1533. 160,000 compounds, 0.03% hits. RmlC+RmlD coupled enzyme assay, percent inhibition; primary screen in compound mixtures. P9WH09+P9WH11; in the data active means inhibition mostly above about 34%, no sharp cut-off; inconclusive means no clear call, values can overlap the other calls; inactive means mostly below about 22%; further: some results filed as inactive read as strong as hits
Target sequence (P9WH09 whole entry, looked up): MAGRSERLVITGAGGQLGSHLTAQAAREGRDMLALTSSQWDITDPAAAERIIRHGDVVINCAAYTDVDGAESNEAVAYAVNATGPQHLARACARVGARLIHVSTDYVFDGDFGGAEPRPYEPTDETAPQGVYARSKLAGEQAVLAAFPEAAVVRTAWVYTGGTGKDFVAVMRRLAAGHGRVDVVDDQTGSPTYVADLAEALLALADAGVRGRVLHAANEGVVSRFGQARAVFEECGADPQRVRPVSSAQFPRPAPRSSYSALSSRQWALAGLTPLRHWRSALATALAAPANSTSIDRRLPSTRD
Target sequence (P9WH11 whole entry, looked up): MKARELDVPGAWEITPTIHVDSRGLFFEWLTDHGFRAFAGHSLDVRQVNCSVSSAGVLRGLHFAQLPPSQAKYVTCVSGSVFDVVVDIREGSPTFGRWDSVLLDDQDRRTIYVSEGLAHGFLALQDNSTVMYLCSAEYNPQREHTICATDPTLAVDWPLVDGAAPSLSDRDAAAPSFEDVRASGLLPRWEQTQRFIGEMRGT
GlmU inhibition: inhibition of mycobacterial GlmU enzyme – biochemical, glucosamine-1-phosphate acetyltransferase (AID 1376); M. tuberculosis GlmU acetyltransferase enzyme assay; higher % means a stronger effect; one-dose inhibition, %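 (tested at 30 µM in the primary screen)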; IC50 in µM for titrated hits; 220,000 compounds, 0.25% hits; in the data active means inhibition above about 13%; inconclusive means no clear call, values can overlap the other calls;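 further: 0% = complete reaction with vehicle and 100% = reaction without substrate; strong numbers were not always called active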
Numbers without * were called inactive; ? = inconclusive; · = not tested or not shown; & = joins results of further samples.

SMILES	Mtb RmlCD inh	GlmU inhibition
O=C(CNC(=O)Cc1ccccc1)NCC(=O)OCC(=O)c1cccc2ccccc12	·	-1.1%
O=C1C(Cl)=C(NCCCO)C(=O)c2ccccc21	·	0.7%
CCOC(=O)c1ccc(-c2ccc(C(=O)Nc3cccnc3)o2)cc1	·	5.0%
CN(C)/C=N/c1c(C#N)cnn1C	-4	-4.8%
COCCNC(=O)c1ccc2c(c1)NC(=O)CS2	-8	-0.7%
CC(=O)Nc1cccc(NC(=O)CSc2nnnn2C)c1	-14	-2.1%
Cc1ccc2cn[nH]c2c1NC(N)=S	·	-5.5%
Cc1csc(SCC(=O)Nc2nc(-c3ccccc3)cs2)n1	·	2.1%
O=C(Cn1ccc2ccccc2c1=O)NCCC(=O)Nc1ccc2c(c1)OCCO2	-14	-2.2%
COc1cccc2[nH]c3c(N4CCCCC4)ncnc3c12	·	2.8%
CN(C)S(=O)(=O)c1cccc(NC(=S)NC2CCCCC2)c1	-10	2.1%
Cc1nnc(NC(=O)C2c3ccccc3Oc3ccccc32)s1	-8	2.6%
CCC1=NN(C(=O)Cc2ccc(OC)c(OC)c2)C(O)(C(F)(F)F)C1 (stereo not given)	9	-7.3%
O=C(Cc1ccccc1)NC1CCN(S(=O)(=O)c2cccc(F)c2)CC1	·	2.3%
COc1ccc(N(CC(=O)NCc2cccnc2)S(=O)(=O)c2ccc(C)c([N+](=O)[O-])c2)cc1	-14	-3.1%

One compound at a time (already shown). Order of screens: Mtb RmlCD inh | GlmU inhibition
CC(=O)Nc1cccc(NC(=O)CSc2nnnn2C)c1 reads -14 | -2.1%
O=C(Cc1ccccc1)NC1CCN(S(=O)(=O)c2cccc(F)c2)CC1 reads · | 2.3%
CN(C)S(=O)(=O)c1cccc(NC(=S)NC2CCCCC2)c1 reads -10 | 2.1%
COc1cccc2[nH]c3c(N4CCCCC4)ncnc3c12 reads · | 2.8%
O=C1C(Cl)=C(NCCCO)C(=O)c2ccccc21 reads · | 0.7%

(more compounds)
SMILES	Mtb RmlCD inh	GlmU inhibition
COc1ccc2nc(NC(=O)CCc3nc(-c4ccccc4F)no3)sc2c1	11	1.1%
CCCCOc1ccc(C(=O)N/N=C/c2cn[nH]c2-c2ccc(OC)c(OC)c2)cc1	3	6.7%
COc1ccccc1-c1coc2cc(OCC(=O)OCc3ccccc3)ccc2c1=O	58	0.2%
O=C(CCn1cnnn1)Nc1cccc(F)c1	4	0.1%
CCN(CC)C(=O)CCNS(=O)(=O)c1ccc(C)cc1	·	2.7%
O=C(Nc1ccccc1)Nc1cccc2cccnc12	·	-2.5%
CC1=NN(C(C)C)C(=O)C1	-4	3.1%
O=C(COC(=O)/C=C/c1ccco1)Nc1ncc(C(F)(F)F)cc1Cl	12	-1.5%
NCCNc1ccc([N+](=O)[O-])cc1	-13	0.9%
COc1cccc(NC(=O)COC(=O)c2ccccc2F)c1	7	-1.4%
Cc1nonc1OCCNC(=O)C12CC3CC(CC(C3)C1)C2	-12	1.0%
O=C1C2CCCCC2C(=O)N1c1ccc(NC2CCCCC2)c([N+](=O)[O-])c1 (stereo not given)	-10	0.3%
CCN(CC)C(=O)CS(=O)(=O)CC(=O)Nc1cc(OCCOC)c(Cl)cc1Cl	-9	0.4%
CCc1ccccc1N(CC(=O)N/N=C/c1ccc(OC(=O)OC)c(OC)c1)S(C)(=O)=O	·	-1.1%
COc1cc(C(C)=O)ccc1Oc1ncnc2c1cnn2-c1ccc(F)cc1	8	4.5%

Reprinted from the part before: three compounds; new compounds follow.
SMILES	Mtb RmlCD inh	GlmU inhibition
CCN(CC)C(=O)CS(=O)(=O)CC(=O)Nc1cc(OCCOC)c(Cl)cc1Cl	-9	0.4%
CCc1ccccc1N(CC(=O)N/N=C/c1ccc(OC(=O)OC)c(OC)c1)S(C)(=O)=O	·	-1.1%
COc1cc(C(C)=O)ccc1Oc1ncnc2c1cnn2-c1ccc(F)cc1	8	4.5%
O=C(NNc1nc(-c2ccccc2)c2cc(Br)ccc2n1)c1ccc(S(=O)(=O)N2CCCCC2)cc1	7	1.4%
CC(=O)N1CCN(c2ccc(NC(=O)c3ccccc3Br)cc2Cl)CC1	8	-4.0%
CC(CN1CCCCC1)OC(=O)c1cc2ccccc2o1 (stereo not given)	·	3.0%
Cc1nonc1NC(=O)CSc1nc(CCC2CCCC2)nc2ccccc12	?	-1.8%
O=C(O)C1CCCN1S(=O)(=O)c1ccc(Br)s1 (stereo not given) (tested in a mixture with another compound)	-3	2.1%
CC(C)CNC(=O)c1ccccc1NC(=O)c1ccc(CSc2ccccc2)cc1	·	-7.8%
CC(C)(C)C(=O)Nc1ccccc1C(=O)NCc1ccco1	21	-0.2%
Cc1ccn(-c2cc(O)c(-n3ccc(C)n3)cc2O)n1	18	-1.0%
COc1cc(NS(=O)(=O)c2ccc(N/C=C\C(=O)c3ccc(OC)c(OC)c3)cc2)nc(OC)n1	3	10%
Cc1cc(O)c(C=Nc2ccc(Cl)cn2)c(=O)o1	-7	-4.2%
COC(=O)C1=C(NC(C)=O)CCS1	3	-1.2%
CN(C(=O)CCc1nnc(CCCCc2ccccc2)o1)C1CCOCC1	-7	8.4%
CCOC(=O)c1c(C)[nH]c(C(=O)CSc2nnc(-c3ccncc3)n2CC)c1C	4	4.8%
Cc1ccc(C(=O)CN(C(=O)c2ccc(Cl)c(Cl)c2)N2C(=O)C3CCCCC3C2=O)cc1C (stereo not given)	3	-0.4%
CC1CN(S(=O)(=O)c2ccc(C(=O)O)cc2)CC(C)O1 (stereo not given)	11	4.6%
C=CCOc1ccccc1/C=N/O	·	1.7%
Nn1c(SCC(=O)N2CCOCC2)nnc1C1CC1	-9	1.2%
CCOC(=O)c1nc2sc3c(c2c(=O)[nH]1)CCCC3	-5&-8	2.0%&4.8%
COCCN1CN(S(=O)(=O)c2ccc(Cl)cc2)c2nc3ccccc3nc21	·	1.3%
Cc1cc(C)c(S(=O)(=O)N2CCN(C(=O)c3cccs3)CC2)c(C)c1	-2	-1.6%
COc1ccc(C)cc1S(=O)(=O)N(CC(N)=O)Cc1ccccc1	·	1.3%
O=C(CC1Sc2ccccc2NC1=O)OCc1cc(=O)oc2cc(O)ccc12 (stereo not given)	27	-0.6%
CCn1cc(C(=O)N2CCN(c3ccc(OC)cc3)CC2)c(=O)c2cc(S(=O)(=O)N3CCCCC3)ccc21	12	-3.3%
CCN(CC)S(=O)(=O)c1ccc(-c2nnc(SCC(=O)N3CCc4ccccc43)o2)cc1	·	3.3%
COC(=O)c1ccc(CNC(=O)CSc2nnc(COc3ccccc3)n2C)o1	·	2.7%
CC1=NNC(=O)C1CC(=O)N/N=C/C(C)=C/c1ccccc1 (stereo not given)	-9	-1.4%
Cc1cccc(C)c1OCCN1C(=O)NC(C)(c2ccccc2)C1=O (stereo not given)	·	-4.0%
O=C(NC(=S)NCc1cccnc1)c1ccccc1[N+](=O)[O-]	3	-2.8%
CCOc1cc2nc(-c3ccc(OC)c(OC)c3)nc(NCCCN3CCOCC3)c2cc1OC	7	-3.9%
CC(=O)Oc1ccc2ccccc2c1C(NC(=O)Cc1ccccc1)c1ccccc1 (stereo not given)	12	2.2%
Cc1nnc2ccc(-c3ccc(NC(=O)Cc4cccs4)cc3)nn12	48	1.6%
COc1ccccc1NC(=O)c1cc2n(n1)C(C(F)(F)F)CC(c1ccc3c(c1)OCO3)N2 (stereo not given)	0	6.2%
CCOC(=O)C1=C(O)/C(=C\c2ccc(OC)c(OC)c2)N=C1C	·	-1.1%
Nc1nc(N)nc(-c2cc(Cl)ccc2Cl)n1	·	4.9%
Cc1occc1C(=O)N/N=C/c1ccc(Cl)c([N+](=O)[O-])c1	·	-1.3%
CN(C(=O)CSc1cc(C(=O)c2nccn2C)c2ccccc2n1)c1ccccc1	-6	-4.7%
Cc1cc(C(F)(F)F)nn1C(=O)c1cccnc1Cl	0	-1.9%
COc1ccc(S(=O)(=O)N2CCCCC2)cc1NC(=O)C1CCCO1 (stereo not given)	-13	-5.4%
Cn1cc(CN2CCC(C(O)CCc3ccccc3)CC2)c(-c2ccccc2F)n1 (stereo not given)	·	-0.4%
CN(C)CCN1CCc2ccccc21	-5	-4.0%
Cc1cccc(CN2CCN(CC(=O)NCCCN3CCCC3=O)C2=O)c1	·	-0.9%
CCOC(=O)C(NC(C)=O)(NS(=O)(=O)c1ccccc1)C(F)(F)F (stereo not given)	·	5.4%
CCOC(=O)CCCNC(=O)COC(=O)CCC(=O)c1ccc(F)cc1	·	0.4%
C=CCNC(=O)c1ccccc1S(=O)c1ccccc1C#N (stereo not given)	·	5.6%
COc1ccccc1N1CCN(C(=O)CCNS(=O)(=O)c2ccc3c(c2)CCC(=O)N3)CC1	·	1.3%
CC(=O)N1CC(=O)N=C1SCC(=O)Nc1nc(-c2ccccc2)c(-c2ccccc2)s1	·	-3.9%
O=C(COc1cc(O)c2c(=O)cc(-c3ccccc3)oc2c1)c1ccc(F)cc1	10	0.9%
Cc1ccc(/C=C/C(=O)c2ccccc2O)cc1	5	0.8%
O=C1CSC(c2cccnc2)N1CC1CC1 (stereo not given)	14	5.5%
C[C@@H](C(=O)O)[C@@H]1C[C@@]1(C)[C@@H](NC(=O)OCc1ccccc1)c1ccccc1	·	2.2%
Cn1c(=O)cc(SCC(=O)NCc2ccco2)c2ccccc21	17	0.9%
Cc1ccc(C2=NC(C(F)(F)F)(C(F)(F)F)c3c(n(-c4ccc(F)cc4)c(=O)[nH]c3=O)N2)cc1	5	7.6%
O=C(c1ccccc1)c1nc2c(n1O)CCCCC2	·	1.3%
CCCN(CCC)C1=N/C(=C\c2ccco2)C(=O)N1c1ccccc1	5	-3.7%
Cc1c(CN2CCC(CO)(CCOc3ccccc3)CC2)[nH]c2c(Cl)cccc12	4	-0.3%
O=C1NC(c2ccc(-c3ccccc3[N+](=O)[O-])o2)C(C(=O)c2ccc(F)cc2)C(O)(C(F)(F)F)N1 (stereo not given)	17	-6.1%
CCC(=O)N1CCc2cc(Br)cc(S(=O)(=O)NCc3ccco3)c21	·	6.6%
C/C(=N\OCC(=O)Nc1ccc(Br)cc1)c1cccs1	5	3.9%
Cc1nnc2n1-c1ccc(Cl)cc1C(c1ccccc1)=NC2	12	·
COc1ccc(-c2nnc(SCC(=O)c3ccco3)n2-c2ccccc2)cc1	·	-0.7%
More records follow:
SMILES	Mtb RmlCD inh	GlmU inhibition
CC(C)Cn1c(N)c(C(=O)CSc2ncnc3sc4c(c23)CCCC4)c(=O)n(C)c1=O	·	-6.1%
COc1ccc(Nc2nnc(SCc3cc(=O)n4ccsc4n3)s2)cc1	·	8.9%
CCn1c(SCc2nc3ccccc3c(=O)[nH]2)nc2ccccc21	-4	-7.6%
CN(Cc1cnccn1)Cc1nc(Cc2ccccc2F)no1	·	1.4%
Clc1ccc(CN2CCN(c3ncnc4scc(-c5cccs5)c34)CC2)cc1	·	1.8%
CC(c1ccccc1)N1CC(C(=O)O)CC1=O (stereo not given)	·	0.2%
S=C(NCCc1ccccc1)Nc1ccccn1	-10	9.8%
COc1ccccc1N1CCN(C(=O)CSc2nc3ncnc(N)c3[nH]2)CC1	8	-3.1%
CN(c1cccc(NC(=O)CN(c2cccc(F)c2)S(C)(=O)=O)c1)S(C)(=O)=O	9	-1.0%
Cc1cc(C(=O)O)ccc1-n1c(C)cc(/C=C(/C#N)C(=O)Nc2ccccc2)c1C	-8	4.1%
COC(=O)c1ccc(C23CC4(C2)[C@H](CN(Cc2cccnc2)[C@@H]4c2ccccc2)C3c2ccc(C(F)(F)F)cc2)cc1 (stereo not given in full)	·	0.9%
CCCCN1C(=O)CC(C(=O)OCC)=C1C	-7	-5.8%
COc1ccccc1OCC(=O)Nc1nc(-c2ccc(S(=O)(=O)N3CCOCC3)cc2)cs1	·	-3.1%
O=C(O)c1cccc2c1C(=O)N(Cc1ccncc1)C2	·	3.2%
COC(=O)COc1cc(Br)c(/C=C2/SC(=O)N(CC(=O)N3CCCC3)C2=O)cc1OC	·	-6.7%

Four of the compounds above, with bars between the fields.
Molecule | Mtb RmlCD inh | GlmU inhibition
CC(=O)Oc1ccc2ccccc2c1C(NC(=O)Cc1ccccc1)c1ccccc1 (stereo not given) | 12 | 2.2%
O=C(CC1Sc2ccccc2NC1=O)OCc1cc(=O)oc2cc(O)ccc12 (stereo not given) | 27 | -0.6%
O=C1CSC(c2cccnc2)N1CC1CC1 (stereo not given) | 14 | 5.5%
Nc1nc(N)nc(-c2cc(Cl)ccc2Cl)n1 | · | 4.9%

Next section
SMILES	Mtb RmlCD inh	GlmU inhibition
COc1ccccc1C(=O)NCc1n[nH]c(=S)n1Cc1ccccc1	·	0.4%
CCOC(=O)c1sc2nc3n(c(=O)c2c1C)CCC3	·	2.1%
Cn1c(SCC(=O)NC(C)(C)C)nc(O)cc1=O	47	0.5%
Cc1cccc(C)c1N(CC(=O)N1CCN(C)CC1)S(C)(=O)=O	8	3.1%
Oc1ccc(Oc2ncc(Cl)cc2Cl)cc1	11	5.4%
COc1ccc(C2C=C(c3ccccc3)Nc3ncnn32)cc1 (stereo not given)	·	11%
CC1(C)OC(=O)N2CCc3ccccc3C21C (stereo not given)	·	-5.0%
C=CCCc1ccc(C#N)c(SCc2c(C(=O)OCC)c3cc(OC(C)=O)c(Br)cc3n2C)n1	15	0.7%
Cc1ccc(O)c(C(=O)c2cc(C(=O)NCc3ccccc3)c(=O)n(Cc3ccccc3)c2)c1	7	-1.4%
COc1nc(Nc2cccc([N+](=O)[O-])c2)nc(OC)n1	4	-0.2%
CCOc1ccc(NC(=O)c2ccc(S(=O)(=O)N(C)C)cc2)cc1	0	1.7%
O=C(O)CCn1cc(C=C2C(=O)NC(=S)NC2=O)c(-c2cccc(Cl)c2)n1	-9	1.9%
O=C(Cn1c(=O)n(-c2ccccc2)c(=O)c2oc3ccccc3c21)Nc1ccccc1	11	-3.5%
Cc1cc(C)nc(OC(=O)c2c(Cl)cc(Cl)cc2Cl)n1	-5	-4.5%

Assay outcomes deposited in PubChem BioAssay by several laboratories.

An excerpt (hit frequency here may not be typical).
